Screening data: PubChem, several laboratories
NTR1 ag: agonists of NTR1, primary screen, imaging, U2OS cells, beta-arrestin-GFP, high content (AID 493036). P30989. NTR1-U2OS beta-arrestin-GFP spot imaging, agonist mode. activation, % at 20 µM. hit rate 0.17% among 330,000;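 active = activation at or above 40% of the spot to cytoplasm intensity ratio, with at least 20 cells analyzed; inconclusive = wells under 20 cells, flagged as cytotoxic or low count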;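 note: 0% = DMSO without peptide and 100% = 100 nM NTR1 peptide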
Target sequence (P30989 whole entry, looked up): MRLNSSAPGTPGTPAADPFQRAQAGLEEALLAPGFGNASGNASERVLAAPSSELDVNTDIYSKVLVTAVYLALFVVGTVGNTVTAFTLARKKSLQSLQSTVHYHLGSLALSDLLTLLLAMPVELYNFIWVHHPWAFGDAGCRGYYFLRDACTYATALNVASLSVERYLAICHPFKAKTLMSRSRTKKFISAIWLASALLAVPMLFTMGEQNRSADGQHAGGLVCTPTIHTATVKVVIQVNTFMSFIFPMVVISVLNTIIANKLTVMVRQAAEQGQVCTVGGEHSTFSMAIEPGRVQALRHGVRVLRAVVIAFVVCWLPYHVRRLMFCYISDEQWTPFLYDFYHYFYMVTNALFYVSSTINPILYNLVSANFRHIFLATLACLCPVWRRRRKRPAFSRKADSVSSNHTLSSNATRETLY
UTI89 phage lysis: protection from phage-mediated lysis, alamar blue read-out – E. coli UTI89, K1F phage, bacterial capsule biogenesis inhibitors (AID 488966); E. coli UTI89 K1F phage lysis, alamar blue, 2 h; higher % means a stronger effect; inhibition, % at 100 µM, or IC50 in µM where a hit was titrated; hit rate 0.02% among 340,000;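 active = phage lysis inhibition, versus mean bacterial control, above a set limit; inconclusive = no clear call, values can overlap the other calls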;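 note: capsule biogenesis inhibitors block K1F phage lysis so surviving cells raise fluorescence; higher fluorescence means more inhibition of phage lysis; actives were called in the ten point dose series up to 300 µM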
GPR55 activation: selective activators of receptor GPR55 – imaging, U2OS cells, beta-arrestin-GFP redistribution, primary screen (AID 1961). U2OS GPR55 beta-arrestin-GFP redistribution imaging; higher % means a stronger effect. one-dose activation, % at 10 µM; EC50 in µM for titrated hits. hit rate 0.048% among 290,000;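 active = activation above 40% with more than 50 cells counted in the well; inconclusive = wells holding fewer than 50 cells, flagged as toxic or sparse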;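 note: U2OS osteosarcoma cells stably expressing GPR55 and beta-arrestin-GFP; plate controls were DMSO negative control for no effect and LPI positive control for full effect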
GPR55 antagonists: GPR55 antagonists blocking LPI-driven arrestin recruitment, primary screen, imaging, U2OS, beta-arrestin-GFP, LPI agonist (AID 2013); U2OS GPR55 beta-arrestin-GFP translocation imaging, LPI antagonism; higher % means a stronger effect; one-dose inhibition, % at 10 µM; IC50 in µM for titrated hits; hit rate 0.13% among 290,000;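 active = spots per cell inhibited over 60%, with over 100 cells counted and total cytoplasm intensity under 500,000; inconclusive = wells with under 100 cells, flagged as likely toxic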;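 note: U2OS cells stably carrying GPR55 and arrestin-GFP stimulated by 5 µM LPI near EC80; imaged beta-arrestin-GFP aggregate spots per cell after agonist stimulation; plate controls were LPI-stimulated DMSO wells for no effect and DMSO wells without LPI for full effect; some results filed as inactive read as strong as hits; confirmed hits need IC50 under 10 µM and bright autofluorescent wells are also inconclusive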
HIV peptide binding: inhibitors of HIV fusion peptide binding, primary screen, biochemical, uHTS, fluorescence dequenching (AID 1986). inhibition, % at 20 µM; hits with a dose series show IC50 in µM. hit rate 0.3% among 290,000. cell-free peptide binding, fluorescence dequenching, 30 min; higher % means a stronger effect; in the data active = inhibition mostly above about 52%, no sharp cut-off; inactive = mostly below about 76%; note: some results filed as inactive read as strong as hits
Siah-1 displacement: blockers of Siah-1 interaction with plectin peptide – biochemical, fluorescence polarization, rhodamine-plectin, uHTS, primary screen (AID 1817); Siah-1 / rhodamine-plectin peptide fluorescence polarization; higher % means a stronger effect; one-dose displacement, % at 20 µM; IC50 in µM for titrated hits; hit rate 0.02% among 290,000;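 active = displacement of at least 50% at 20 µM, with a fluorescence ratio check between 0.3 and a set limit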;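 note: plate controls were Siah plus tracer with DMSO for no effect and tracer alone without Siah for full effect; strong numbers were not always called active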
AID2073: inhibitors of Mint1-CaV2.2 protein interaction, biochemical, HTRF (AID 2073); HTRF protein-protein interaction, Mint1-CaV2.2; higher % means a stronger effect; one-dose inhibition, % at 20 µM; IC50 in µM for titrated hits; hit rate 0.19% among 290,000; in the data active = inhibition mostly above about 51%, no sharp cut-off; inconclusive = no clear call, values can overlap the other calls; inactive = mostly below about 53%; note: some results filed as inactive read as strong as hits
GPR35 antagonists: inhibition of zaprinast-stimulated GPR35 beta-arrestin translocation – imaging, U2OS, beta-arrestin-GFP, zaprinast agonist, primary screen (AID 2058); U2OS GPR35 beta-arrestin-GFP translocation imaging, zaprinast antagonism; higher % means a stronger effect; hit rate 0.052% among 290,000; inhibition, % at 10 µM; hits with a dose series show IC50 in µM;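 active = inhibition of at least 50% with at least 30 cells and total cytoplasm GFP at most 10,000,000; inconclusive = under 30 cells or total GFP of 10,000,000 plus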
NS5 inhibitors: flavivirus cap methylation enzyme inhibition – biochemical, confirmation dose response, primary screen (AID 588689); Dengue-2 NS5 methyltransferase capping enzyme assay, biochemical; higher % means a stronger effect; hit rate 0.3% among 340,000; inhibition, % at 25 µM, or IC50 in µM where a hit was titrated; in the data active = a potency from the dose series; inconclusive = inhibition above about 29% without an active follow-up result
NTR1 ag cell count 20 µM: second read-out of NTR1 ag, no call of its own (marks repeat the call); cell count; measured here: cell count, cytotoxicity flag
The depositor's hits bear a star; ? = inconclusive; nt = not tested or not shown; [ ] = another dose, or the depositor's remark.

SMILES	NTR1 ag	NTR1 ag cell count 20 µM	UTI89 phage lysis	GPR55 activation	GPR55 antagonists	HIV peptide binding	Siah-1 displacement	AID2073	GPR35 antagonists	NS5 inhibitors
O=C(Nc1ccnn1C1CCN(Cc2ccccc2OC(F)F)CC1)c1cccc(F)c1	-1.5	63	-0.4%	0.2%	-8%	2.6%	-1%	-2%	4%	0%
CCn1cc(CN2CCC(C(=O)Nc3cccc(-c4cccc(OC)c4)c3)CC2)cn1	0.0	68	0.0%	-0.1%	4%	-1.8%	-1%	7%	-2%	-3%
COc1cccc2cc(C(=O)CS(=O)(=O)c3ccc(Cl)cc3)c(=O)oc12	1.3	65	6.9%	-0.4%	-4%	22%	0%	10%	-4%	4%
O=C(Nc1ccc2ccccc2c1)c1ccc(NS(=O)(=O)c2ccc(Br)s2)cc1	4.6	55	-1.0%[50 µM]	0.0%	10%	3.6%	-2%	20%	-9%	-10%
Cc1ccccc1C1CC(=O)NC2=C1C(=O)CCC2 (stereo unspecified)	-0.2	59	0.4%	0.5%	-26%	2.1%	-5%	38%	-3%	-2%
S=C1NCN(Cc2cccnc2)CN1c1cccc2ccccc12	-0.8	59	nt	0.6%	7%	-1.7%	2%	-5%	15%	nt
O=C(c1cc2cc(Br)ccc2o1)N1CCCC1	0.4	80	0.4%	-0.1%	-8%	0.1%	3%	3%	7%	-6%
Cc1c(NC(=O)CC2NC(=O)NC2=O)c(=O)n(-c2ccccc2)n1C (stereo unspecified)	1.0	54	nt	-0.5%	9%	-0.4%	-2%	-14%	12%	nt
CCCOc1ccc(/C=c2\sc3ncnn3c2=O)cc1	7.2	42	0.2%	-0.1%	11%	0.9%	21%	-2%	0%	-2%
COC(=O)C(C(=O)OC)C(C[N+](=O)[O-])c1ccc(O)c(OC)c1 (stereo unspecified)	2.9	77	2.9%	0.5%	-5%	-0.9%	-6%	-1%	4%	-9%
O=C(NC1CCCC1)C(c1ccncc1)N(C(=O)Cc1cccs1)c1ccccc1 (stereo unspecified)	0.3	82	0.2%	-0.1%	-7%	-0.2%	2%	-9%	-3%	-5%
CSc1nnc(C)c(=O)n1COC(=O)COc1ccc(Cl)cc1Cl	0.6	63	7.8%	-0.1%	9%	3.6%	5%	0%	2%	-3%
Cc1ccc(NC(=O)CN(C)C(=O)c2cc3ccccc3o2)cc1	1.9	51	0.6%	-0.4%	5%	0.1%	5%	-2%	1%	-4%
O=C(c1ccco1)N1CCN(C(c2ccccc2)c2nnnn2C2CCCC2)CC1 (stereo unspecified)	-0.1	41	0.7%	-0.3%	-1%	0.4%	0%	-2%	-2%	nt
COc1ccccc1C(=O)N/C(=C/c1ccc(Br)cc1)C(=O)NCC(=O)O	0.1	47	1.7%	0.3%	-4%	1.5%	3%	-1%	15%	2%
CN(C)c1ccc(C2Nc3ccccc3C(=O)N2NS(=O)(=O)c2ccccc2)cc1 (stereo unspecified)	1.4	74	0.0%	0.1%	-2%	-3.0%	3%	-4%	-4%	1%
CN(CCc1ccccn1)C(=S)Nc1ccc(Cl)cc1Cl	-0.4	59	0.2%	-0.2%	3%	-1.4%	5%	-20%	-4%	-3%
COc1ccc(C(CCNC(C)c2ccccc2)C(C)C)cc1 (stereo unspecified)	0.8	46	nt	-0.2%	15%	-0.1%	1%	8%	3%	nt
O=C(O)c1cc(S(=O)(=O)N(Cc2ccccc2)c2cccc(C(F)(F)F)c2)ccc1Cl	-0.3	103	-0.1%	0.0%	3%	13%	-3%	8%	-10%	8%
COc1ccccc1CNC(=O)CSc1nc(N)c(C#N)c(-c2cccs2)c1C#N	1.0	62	1.7%	-0.1%	-5%	-2.1%	-4%	6%	2%	-6%
Cc1cccc(NC(=O)COC(=O)c2ccc([N+](=O)[O-])o2)c1C	0.7	55	-0.1%	-0.2%	4%	0.4%	-2%	0%	5%	-5%
CCCCC(O)(CCCC)C(=O)N/N=C(\C)c1ccc(Cl)cc1	0.8	43	-0.1%	-0.1%	-1%	-1.1%	-4%	2%	10%	0%
CC(=O)n1nc(-c2ccccc2)nc1NCc1ccc(N(C)C)cc1	1.3	61	0.2%	0.3%	-5%	-0.5%	-3%	-8%	?	-3%
CC(=O)c1cc(C#N)c(SCc2ccccn2)nc1C	-0.5	53	nt	-0.1%	-3%	-0.9%	8%	2%	2%	nt
CCc1cccc2c(SCC(=O)NCC3CCCO3)nc(-c3ccc(F)cc3)nc12 (stereo unspecified)	1.7	50	0.0%	-0.4%	10%	-0.5%	-5%	6%	-7%	-2%

Some of the entries so far, as a markdown table.
| canonical_smiles | NTR1 ag | NTR1 ag cell count 20 µM | UTI89 phage lysis | GPR55 activation | GPR55 antagonists | HIV peptide binding | Siah-1 displacement | AID2073 | GPR35 antagonists | NS5 inhibitors |
| --- | --- | --- | --- | --- | --- | --- | --- | --- | --- | --- |
| COc1ccccc1CNC(=O)CSc1nc(N)c(C#N)c(-c2cccs2)c1C#N | 1.0 | 62 | 1.7% | -0.1% | -5% | -2.1% | -4% | 6% | 2% | -6% |
| Cc1cccc(NC(=O)COC(=O)c2ccc([N+](=O)[O-])o2)c1C | 0.7 | 55 | -0.1% | -0.2% | 4% | 0.4% | -2% | 0% | 5% | -5% |
| CCCCC(O)(CCCC)C(=O)N/N=C(\C)c1ccc(Cl)cc1 | 0.8 | 43 | -0.1% | -0.1% | -1% | -1.1% | -4% | 2% | 10% | 0% |
| CC(=O)n1nc(-c2ccccc2)nc1NCc1ccc(N(C)C)cc1 | 1.3 | 61 | 0.2% | 0.3% | -5% | -0.5% | -3% | -8% | ? | -3% |
| CC(=O)c1cc(C#N)c(SCc2ccccn2)nc1C | -0.5 | 53 | nt | -0.1% | -3% | -0.9% | 8% | 2% | 2% | nt |

The results go on.
SMILES	NTR1 ag	NTR1 ag cell count 20 µM	UTI89 phage lysis	GPR55 activation	GPR55 antagonists	HIV peptide binding	Siah-1 displacement	AID2073	GPR35 antagonists	NS5 inhibitors
CC1Cc2nc(SCC(=O)N3CCc4ccccc43)n(C)c(=O)c2S1 (stereo unspecified)	0.7	47	1.5%	-0.1%	7%	-0.7%	-1%	2%	-11%	-1%
Cc1cc(C)c(OCC(=O)N(Cc2ccc(N(C)C)cc2)C2CCS(=O)(=O)C2)c(C)c1 (stereo unspecified)	1.7	41	-0.5%	0.3%	7%	-2.4%	-3%	-8%	-6%	-6%
O=C(Nc1nnc(-c2cccs2)o1)c1cc(-c2ccccc2)nc2ccccc12	7.0	58	1.4%	0.7%	12%	32%	-8%	19%	-25%	3%
O=C(c1cc(COc2ccc(F)cc2F)on1)N1CCN(C(=O)c2ccco2)CC1	1.6	69	0.6%[50 µM]	-0.2%	12%	4.0%	14%	8%	-6%	3%
O=C(Cc1ccc(F)cc1)Oc1ccc(C(=S)N2CCCC2)cc1	4.6	70	2.3%[50 µM]	1.1%	3%	0.8%	11%	13%	-3%	-8%
CCOCCOC(=O)c1[nH]c2c(c1C)C(=O)CC(c1cc(OC)c(OC)c(OC)c1)C2 (stereo unspecified)	3.1	83	-0.1%	0.0%	12%	-0.5%	4%	8%	-7%	-12%
Cc1nonc1CN(C)C(=O)c1ccc(OC2CCN(C(=O)c3cccnc3)CC2)cc1	-1.7	59	0.4%	-0.2%	9%	-1.2%	6%	21%	0%	-2%
COc1ccc(C(=O)COC(=O)c2ccc(NC(C)=O)cc2)cc1[N+](=O)[O-]	-0.2	47	-0.1%	-0.1%	8%	0.5%	0%	-6%	12%	nt
O=C(CCCn1c(=O)[nH]c2cc(Cl)ccc2c1=O)NC1CCCCCC1	-1.1	58	-0.2%	0.3%	3%	0.1%	-1%	-3%	1%	2%
COc1ccc(S(=O)(=O)N2CCN(C(=O)C3CC3)CC2)cc1	1.0	51	-0.2%	-0.1%	2%	-0.3%	-4%	4%	-5%	5%
O=C(Nc1nnc(SCC(=O)N2CCCc3ccccc32)s1)c1ccccc1	-0.8	44	3.5%	0.3%	2%	0.0%	0%	-5%	-6%	-7%
COc1ccc(CCN(C)Cc2nc(-c3cnccn3)no2)cc1OC	1.9	63	0.5%	0.0%	-10%	-1.1%	12%	-7%	0%	-4%
Cc1cccc(-c2nsc(SCC(=O)NCC3CCCO3)n2)c1 (stereo unspecified)	0.1	52	0.3%	0.2%	-1%	-1.0%	-8%	15%	-1%	-4%
COc1cccc2c1OC[C@@H](CO)[C@H]2N(C)C(=O)Nc1ccc(Cl)cc1	4.7	47	5.0%	0.4%	0%	-0.6%	-2%	3%	2%	2%
O=C(Oc1coc(CSc2ncccn2)cc1=O)c1ccc(Br)o1	2.7	83	0.7%[50 µM]	-0.1%	2%	-0.8%	-6%	-16%	-22%	-1%
O=C(c1ccco1)N1CCN(C(=S)Nc2ccc(F)c(Cl)c2)CC1	0.7	59	1.5%[50 µM]	-0.1%	29%	1.3%	-2%	-23%	-4%	-3%
COc1cccc(-c2cc(C(=O)N3CCN(c4ccc(F)cc4)CC3)no2)c1	6.0	47	0.0%	0.3%	-2%	1.7%	-2%	-4%	24%	-3%
O=C(N/N=C/c1cccc2ccccc12)c1cccc(F)c1	3.3	48	0.6%[50 µM]	-0.1%	-1%	0.0%	-7%	19%	-14%	-8%
Cn1c(NC(=O)c2ccc3c(c2)OCO3)cc(=O)n(C)c1=O	3.0	90	0.5%	-0.1%	0%	1.3%	2%	-20%	-12%	-4%
Cc1cc(NC(=O)c2cc(C(C)C)on2)nn1Cc1ccc(Cl)cc1	3.8	40	-1.0%	-0.1%	0%	2.0%	-4%	8%	13%	-2%
CCCCNC(=O)C1CCN(S(=O)(=O)N2CCCCCC2)CC1	2.1	49	-0.1%	0.9%	-1%	0.4%	3%	-3%	4%	0%
CCOC(=O)c1c(C)[nH]c(C(=O)CN2C(=O)NC3(CCCC3)C2=O)c1C	3.1	53	0.0%[50 µM]	0.2%	6%	0.6%	0%	3%	3%	2%
COc1ccc(S(=O)(=O)NCc2ccc(F)cc2)cc1OC	1.9	31	0.1%	-0.2%	2%	-0.4%	3%	-8%	-6%	-1%
Cn1ncc2c(Nc3cccc([N+](=O)[O-])c3)ncnc21	1.2	25	0.5%	-0.1%	-4%	-1.2%	4%	13%	-5%	-4%
